Vif-A3F inh = qHTS for Inhibitors of Vif-A3F Interactions: qHTS; HeLa A3F-eYFP + Vif (tagged APOBEC3F with the HIV-1 protein that degrades it), YFP fluorescence increase; 0.2% of 390,000 active; Potency, µM (top dose mostly 46.1 µM), inactives show at the top dose activity, negative = active; note: potency is the fitted concentration of half-maximal effect; % of control where 0% means no effect; nearly all actives have a fitted effect of over 65% in size
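Fluorescence increase (Ex 488/Em 500-530) after overnight compound treatment at 37 deg C flags inhibition of Vif-driven A3F-eYFP loss in stable HeLa A3F-eYFP/Vif cells seeded overnight beforehand.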
Vif-APOBEC3G blk = qHTS for Inhibitors of Vif-A3G Interactions: qHTS | DNA dC->dU-editing enzyme APOBEC-3G (Homo sapiens), Q9HC16 | HeLa A3G-eYFP + Vif (tagged APOBEC3G with the HIV-1 protein that degrades it), YFP fluorescence, overnight | Potency, µM (titrated, usually from 46.1 µM), without a hit: top-dose activity, negative = active, hits mostly inhibitors | 0.076% of 410,000 active;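 note: potency is the fitted concentration of half-maximal effect; % is set by controls: 0 for no effect and ±100 for the full control effect; nearly all actives have a fitted effect of over 60% in size; hits raise eYFP signal because A3G escapes Vif-driven loss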
Target sequence (Q9HC16 whole entry, looked up): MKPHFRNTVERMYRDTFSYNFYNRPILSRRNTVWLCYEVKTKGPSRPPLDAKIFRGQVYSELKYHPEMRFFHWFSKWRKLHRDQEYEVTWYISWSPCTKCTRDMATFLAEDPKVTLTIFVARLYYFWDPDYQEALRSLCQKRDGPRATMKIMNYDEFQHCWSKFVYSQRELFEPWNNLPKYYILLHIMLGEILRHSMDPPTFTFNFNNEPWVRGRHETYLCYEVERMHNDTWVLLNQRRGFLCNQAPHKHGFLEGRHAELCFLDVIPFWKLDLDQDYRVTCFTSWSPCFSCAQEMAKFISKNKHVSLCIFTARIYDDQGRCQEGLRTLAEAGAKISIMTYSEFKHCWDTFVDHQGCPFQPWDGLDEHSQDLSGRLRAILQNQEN
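Read-out is eYFP fluorescence (Ex 488/Em 500-530) from Vif-expressing HeLa A3G-eYFP cells; more signal means A3G escaped Vif-mediated degradation. Cells plated overnight, compound pinned in, incubated overnight at 37 deg C.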
D2 agonist = HTS Assay for Allosteric Agonists of the Human D2 Dopamine Receptor: Primary Screen for Agonists. 0.53% of 340,000 active. activation, % at 2 µM. HEK293 T-REx D2 cells, calcium flux agonist mode. D(2) dopamine receptor (Homo sapiens), P14416;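 active = activation over 3 SD above normal in the single-dose calcium agonist read, cut at about 30% in these data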; note: 0% is about no effect
Target sequence (P14416 whole entry, looked up): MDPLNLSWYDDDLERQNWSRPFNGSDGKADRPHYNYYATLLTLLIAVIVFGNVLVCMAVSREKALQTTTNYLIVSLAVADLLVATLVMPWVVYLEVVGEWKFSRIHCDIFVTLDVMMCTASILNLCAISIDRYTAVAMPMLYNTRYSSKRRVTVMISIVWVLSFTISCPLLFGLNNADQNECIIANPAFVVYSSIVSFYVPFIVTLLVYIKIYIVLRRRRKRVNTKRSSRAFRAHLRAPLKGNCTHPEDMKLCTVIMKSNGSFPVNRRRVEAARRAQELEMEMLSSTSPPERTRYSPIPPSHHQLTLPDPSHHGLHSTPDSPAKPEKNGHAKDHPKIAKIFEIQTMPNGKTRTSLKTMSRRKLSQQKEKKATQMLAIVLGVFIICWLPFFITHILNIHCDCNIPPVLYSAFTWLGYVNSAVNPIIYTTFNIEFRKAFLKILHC
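Tetracycline-induced HEK293 T-REx cells with force-coupled D2 receptor, plated overnight at 30 C, loaded with no-wash calcium dye. After a 10 s baseline, compound was pin-added and calcium flux read kinetically for 180 s; calcium rises flagged agonists.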
LDHA block = qHTS assay for inhibitors of human lactate dehydrogenase | L-lactate dehydrogenase A chain (Homo sapiens), P00338 | purified LDHA, NADH/diaphorase-resazurin fluorescence; stronger effect = lower value | activity change, % (values are at about 110 or 230 µM) | 0.15% of 480,000 active; in the data active = activity change below about -30%; inconclusive = mostly about -25% to -30%;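 note: plate controls were DMSO wells for no effect and wells without enzyme for full effect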
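Enzyme activity of human lactate dehydrogenase 5 (2 nM; 0.06 mM NADH, 0.2 mM pyruvate, 5 min, RT) is measured via a resazurin/diaphorase fluorescence readout of residual NADH.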
ALOX12 inh = Primary qHTS assay for inhibitors of human arachidonate 12S-lipoxygenase (ALOX12): Round 2 | Polyunsaturated fatty acid lipoxygenase ALOX12 (Homo sapiens), P18054 | purified 12hLO, xylenol orange hydroperoxide absorbance | Potency, µM (series often up to 108 µM), for inactives: at the highest dose activity change, negative = inhibition, usual class: inhibitors | 1.1% of 580,000 active | AID 1671190, 2021; note: potency is the fitted concentration of half-maximal effect; % is set by controls: 0 for no effect and ±100 for the full control effect
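Hydroperoxide product was detected by ferrous iron/xylenol orange as the 573 to 405 nm absorbance ratio. Arachidonic acid at 40 uM (final) was turned over for 30 min at room temperature by 150 nM human 12hLO, pH 7.0 Hepes buffer, after 15 min compound preincubation.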
ERG Ets-DNA blk = qHTS for Small Molecule Inhibitors of the ERG Ets/DNA interaction; Potency, µM (highest dose often 76.9 µM), without a hit: top-dose FP activity, negative = inhibition, most hits filed as inhibitors; Transcriptional regulator ERG (Homo sapiens), P11308; fluorescence polarization, His-ERG Ets domain / labelled DNA; AID 624246, 2012; 0.028% of 370,000 active; active = well fitted inhibition curve with a large enough effect in the polarisation, with a control signal flat; inconclusive = small, poorly fitted or top-dose-only effect, or effect the other way, or a change in a side signal; inactive = no such curve, though single readings can be large or run the other way; the % refers to the polarisation;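 note: polarization taken with two DNA probes labelled with fluorescein and Texas red; potency is the fitted concentration of half-maximal effect; % of control where 0% means no effect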
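His-tagged ERG Ets domain (1 uM in the protein solution; 300mM KCl, 50mM Tris-HCl, 1mM EDTA, 1mM DTT, pH 7.5) received compound, then a probe mix of 5 nM fluorescein-DNA and 100nM Texas-615-DNA. Fluorescence polarization was read for both dyes.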
RGS4 inhibitor = Inhibitors of Regulator of G Protein Signaling (RGS) 4: qHTS; 0.039% of 390,000 active; Potency, µM (doses to about 114 µM), for inactives: at the top dose activity change, negative = inhibition, usual class: inhibitors; AID 504845, 2011; Regulator of G-protein signaling 4 (Homo sapiens), P49798; Transcreener GDP fluorescence polarization, RGS4-accelerated GTP hydrolysis; note: potency is the fitted concentration of half-maximal effect; % is set by controls: 0 for no effect and ±100 for the full control effect; nearly all actives have a fitted effect of over 75% in size; some results filed as inactive show a strong effect at the top dose
Target sequence (P49798 whole entry, looked up): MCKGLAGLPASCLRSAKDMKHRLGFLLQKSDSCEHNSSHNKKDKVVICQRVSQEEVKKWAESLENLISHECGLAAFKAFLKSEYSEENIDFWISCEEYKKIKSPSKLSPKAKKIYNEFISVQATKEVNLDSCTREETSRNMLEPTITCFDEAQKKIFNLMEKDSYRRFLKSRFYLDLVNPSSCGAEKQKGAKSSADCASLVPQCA
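MLSMR compounds (23 nl, pin-transferred) preincubated 10 min at room temperature with a 500nM (2x) first reagent, then RGS4 at 900nM (2x) plus Transcreener GDP mix added; fluorescence polarization (620/688 nm) read before and after 90 min at 30 °C.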
GRP78 ERSR act = qHTS for Inducers of the Endoplasmic Reticulum Stress Response (ERSR) in Human Glioma: qHTS; U87-MG GRP78 promoter luciferase reporter, 16 h; Potency, µM, for the others: top-dose activation, most hits filed as activators; 0.02% of 420,000 active; note: potency is the fitted concentration of half-maximal effect; series mostly up to about 76 µM; % of control where 0% means no effect; nearly all actives have a fitted effect of over 35% in size
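ERSR induction read as luciferase luminescence (Bright-Glo, 10 min at room temperature) in stably transfected human U87-MG glioma cells exposed to compounds for 16 h, using GRP78 as sensor.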
D2 antagonist = HTS Assay for Allosteric Antagonists of the Human D2 Dopamine Receptor: Primary Screen for Antagonists. D(2) dopamine receptor (Homo sapiens), P14416. HEK293 TREx D2 cells, calcium flux, dopamine EC80. inhibition, % at 10 µM. 2% of 340,000 active. AID 485344, 2010; in the data active = inhibition above about 30%; note: 0% is about no effect
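Cells plated overnight at 30 C with tetracycline; no-wash calcium dye, 30–90 min RT; 10 s baseline; compound pinned; 180 s read; EC80 dopamine added; another 180 s read.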
Starred values were filed as active, the others as inactive; ? = inconclusive; · = no result given; & = joins results of further samples; [ ] = another dose, or the depositor's remark. Unless noted, calls come from the whole dose curve; as a rule, active = well fitted curve in the direction sought with a large enough effect; inconclusive = small, poorly fitted or top-dose-only effect, or another doubt; inactive = no such curve, though single readings can be large; an effect the other way counts as inactive or inconclusive. An excerpt; rates above refer to the full screens.

SMILES	Vif-A3F inh	Vif-APOBEC3G blk	D2 agonist	LDHA block	ALOX12 inh	ERG Ets-DNA blk	RGS4 inhibitor	GRP78 ERSR act	D2 antagonist
C=CCNC(=O)N1CCC(c2nc3ccccc3s2)CC1	-10.6%	-0.8%	-0.2	-5.1	-3.8%	11.6%	-0.8%	-3.6%	-15.3
CCOC(=O)N1CCN(S(=O)(=O)c2ccc(C(=O)Nc3sc4c(c3C#N)CC(C)(C)NC4(C)C)cc2)CC1	0.2%	3.8%	0.6	-8.5	-5.0%	-8.0%	14.6%	1.1%	4.2
CCOC(=O)N1CCN(c2c(NCC3CCN(Cc4cccc(C)c4)CC3)c(=O)c2=O)CC1	2.1%	-2.7%	0.1	-5.2	-10.1%	-9.4%	28.4%	-0.6%	-5.4
Cn1c(=O)n(Cc2ccc(F)cc2)c(=O)c2c1nc1n2CCCN1C1CCCCC1	-5.2%	5.6%	1.4	-4.8	-15.4%	3.7%	-10.3%[11.4 µM]	-6.9%	-1.2
COC(=O)c1ccc(NC(=O)CCN2CCN(c3ccccc3)CC2)cc1	-2.3%	5.7%	53.9*	-5.3	-11.6%	-7.4%	-1.7%[11.4 µM]	-1.4%	50.3*
Nc1ncc(-n2cncn2)c(-c2ccc(Cl)cc2)n1	2.9%	-2.3%	0.8	-8.1	13.2%	-3.3%	17.6%	-3.7%	15.4
NS(=O)(=O)c1ccc(S(=O)(=O)c2ccccc2)nc1	2.1%	2.0%	·	0.2	·	13.4%	0.9%	-3.5%	·
CC1CN(C(=O)CS(=O)(=O)Cc2ccc(Cl)cc2)CC(C)O1 (stereo not given)	-0.8%	0.2%	-4.5	-2.6	151.3%[activator]	-5.7%	22.9%	2.5%	13.9
COCCN(C(=O)CSc1nnc(-c2ccc(C(C)(C)C)cc2)n1N)c1c(N)n(CC(C)C)c(=O)[nH]c1=O	0.1%	0.9%	-0.3	0.9	6.7%	5.9%	-17.4%	4.2%	-0.6
O=C(Cc1ccc(Br)cc1)N1CCCCCC1	-8.9%	-1.3%	2.3	-2.2	-2.3%	-1.8%	24.7%	-3.5%	-11.6
C=CCn1c(SCC(=O)Nc2cccc(OC)c2)nnc1-c1cccnc1	0.3%	-3.5%	0.4	0.3	352.5%[activator]	-0.9%	0.8%	-5.2%	9.6
O=C(O)Cn1cnc2c(OCc3ccccc3)ncnc21	-2.6%	2.8%	·	0.2	-18.1%	-11.9%	12.3%	-2.3%	·
COCCNC(=O)C(c1ccc(O)cc1)N(C(=O)CCC(=O)Nc1nccs1)c1ccc(C)cc1 (stereo not given)	-1.2%	0.1%	-0.4	-5.2	-18.0%	-1.2%	-2.0%	-3.5%	-26.4
COc1cccc(N2CC(C(=O)Nc3nnc(SCC(=O)NC4CCCC4)s3)CC2=O)c1 (stereo not given)	-0.8%	-5.9%	-0.8	2.4	0.0%	13.9%	?	-3.2%	1.2
NC(=O)c1ccc(CN2CCc3ccccc3C2)cc1	2.7%	3.9%	0.2	1.2	-7.2%	16.8%	4.5%	-2.0%	24.4
CCOC(=O)C(C(=O)OCC)c1cc(Br)c2noc3c2c1C(=O)c1ccccc1-3	?	-9.0%	1.3	22.9	?	0.6%	?	6.5%	1.5
O=C(O)C(c1ccccc1)C1(O)CCCC1 (stereo not given)	8.6%	0.1%	·	-4.0	0.0%	0.6%	-37.0%	6.2%	·
Cc1ccc2cc(C#N)c(N3CCCN(S(=O)(=O)c4ccc(F)cc4)CC3)nc2c1	-0.6%	0.5%	0.7	0.4	-11.8%	·	11.0%	-2.5%	15.3
O=C(CN1C(=O)NC2(CCc3ccccc32)C1=O)Nc1ccc(N2CCOCC2)cc1 (stereo not given)	2.8%	-4.8%	0.9	-2.9	0.0%	-5.3%	20.3%	-1.0%	-2.6
CN(C)C(CNS(=O)(=O)c1ccc(Cl)cc1)c1cccnc1 (stereo not given)	3.9%	-3.2%	0.2	2.9	-7.7%	-5.9%	-20.8%	-1.6%	-17.1
Cc1cccc(Cn2c(N3CCN(CCO)CC3)nc3c2c(=O)[nH]c(=O)n3C)c1	4.0%	3.8%	·	-5.7	10.1%	-1.6%	27.6%	2.3%	·
COCCCN(C(=O)c1cc(C)oc1C)c1c(N)n(CC(C)C)c(=O)[nH]c1=O	-3.1%	-6.0%	·	-0.8	0.0%	5.8%	-7.3%	10.9%	·
CCOC(=O)N1CCN(c2c(N3CCN(c4cccc(C)c4C)CC3)c(=O)c2=O)CC1	-6.0%	3.4%	-0.1	0.7	19.1%[57.4 µM]	-16.5%	-14.2%	1.4%	-9.5
CCN(CC)c1ccc(C(=O)OCC(=O)Nc2cc(C)on2)cc1	-16.2%	-5.4%	1.3	-9.3	0.6%	10.7%	-10.0%	2.8%	3.6
COc1ccc(CC(=O)Nc2nnc(SCC(=O)NCc3ccco3)s2)cc1OC	6.6%	0.2%	1.0	-9.1	10.2%	-2.0%	-12.9%	-6.1%	3.4

Of the compounds above, 2 contain a furan ring, fused or not:
SMILES	Vif-A3F inh	Vif-APOBEC3G blk	D2 agonist	LDHA block	ALOX12 inh	ERG Ets-DNA blk	RGS4 inhibitor	GRP78 ERSR act	D2 antagonist
COCCCN(C(=O)c1cc(C)oc1C)c1c(N)n(CC(C)C)c(=O)[nH]c1=O	-3.1%	-6.0%	·	-0.8	0.0%	5.8%	-7.3%	10.9%	·
COc1ccc(CC(=O)Nc2nnc(SCC(=O)NCc3ccco3)s2)cc1OC	6.6%	0.2%	1.0	-9.1	10.2%	-2.0%	-12.9%	-6.1%	3.4

(list continues)
SMILES	Vif-A3F inh	Vif-APOBEC3G blk	D2 agonist	LDHA block	ALOX12 inh	ERG Ets-DNA blk	RGS4 inhibitor	GRP78 ERSR act	D2 antagonist
CC1CCN(C(=O)c2ccc(NC3=C(Cl)C(=O)N(Cc4ccccc4)C3=O)cc2)CC1	8.8%	-27.3%	6.1	6.3	-23.4%	-0.9%	-27.1%	-9.9%	7.1
CCc1cc(-c2cnnn2Cc2ccc3ccccc3c2)ccc1-c1cn(CC(C)C)nn1	-11.8%	3.0%	·	-0.9	3.5%	·	·	-2.8%	·
COc1ccc(C(C)=O)cc1Cn1c(C)c(C(=O)NCc2ccc(C(C)C)cc2)sc1=O	·	1.0%	·	-4.8	-0.5%	·	·	-1.0%	·
COc1cc(NS(=O)(=O)c2ccc(NC(=O)/C=C/C(=O)O)cc2)nc(OC)n1	8.8%	-2.7%	-0.5	-8.8	0.0%	-0.9%	20.2%	0.1%	-11.2
Cn1c(SCc2ccc(C#N)cc2)nnc1-c1cccc(Cl)c1	-0.6%	-1.4%	-1.0	-15.0	3.0%	-0.7%	10.1%	0.3%	-12.1
Cc1nc2ccc(NS(=O)(=O)c3ccc(F)c(F)c3)cc2s1	-8.1%	0.4%	0.2	1.2	?	-0.6%	9.3%	3.8%	15.7
CN(C(=O)c1cc2nc(-c3ccco3)cc(C(F)(F)F)n2n1)C1CCCCC1	-14.4%	-4.3%	-0.2	-10.5	23.3%	·	-6.2%	-2.4%	-11.7
CCOCCCNC(=O)CNC(=S)N(Cc1ccc(C)cc1)Cc1ccco1	1.7%	-0.2%	-0.2	-3.1	20.1%	3.7%	-45.2%	-2.1%	-4.9
CC(=O)OC(CC(=O)O)C[N+](C)(C)C (stereo not given)	4.3%	1.6%	-2.6	-6.3	-2.8%	-8.5%	15.1%	-3.6%	-20.3
O=C(Nc1ccccc1C(F)(F)F)NC1CCCCCCC1	-1.8%	-0.2%	0.7	1.5	23.1%	3.2%	0.4%	1.2%	-0.6
COCC(=O)OCC(=O)c1cc(C)n(-c2ccc(Br)cc2)c1C	-7.7%	0.5%	-0.4	-2.2	-2.1%	1.2%	?	-5.0%	-4.4
CC(=O)Nc1ccccc1NC(=O)C/C(C)=N/NC(=O)C(=O)Nc1cccc(Cl)c1C	0.0%	-4.7%	-1.6	2.8	1.5%	-9.5%	-4.3%	8.3%	23.5
Cc1ccc2c(c1)S(=O)(=O)N(C)C(c1ccccc1)=C2	-21.5%	-0.4%	·	-2.0	-1.5%	·	-22.3%	-5.5%	·
COc1ccc(CNC(=O)Nc2ccc([N+](=O)[O-])cc2)cc1	-1.6%	-2.8%&-1.4%	·	-3.4	-2.5%	-3.8%	-3.4%&1.8%	1.4%&-3.3%	·
Cc1ccc(S(=O)(=O)NCc2ccc(C(=O)NCCCN3CCN(C)CC3)cc2)cc1	-4.0%	-1.4%	-0.8	-1.6	0.0%	-4.1%	-10.3%	-5.2%	7.6
CN(CC(O)COCc1ccccc1F)C1CCCCC1 (stereo not given)	-3.2%	-0.6%	-0.2	1.2	2.4%	-1.7%	2.6%[56.9 µM]	-5.5%	-22.2
CCOc1ccccc1NC(=O)C(CC)Sc1nc2ccsc2c(=O)n1CCC(=O)O (stereo not given)	-2.9%	7.7%	-2.7	-18.7	-0.5%	-1.9%	7.5%	-1.8%	-2.9

Compound activity from PubChem BioAssay.
